Compound activity (PubChem)
Granule exo inh – lytic granule exocytosis inhibition; TALL-104 LAMP-1 surface exposure, flow cytometry; cells stimulated with thapsigargin and PMA; inhibition, % at 10 µM; 360,000 tested, 0.66% active;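 active means inhibition above about 55%, limit read from the data; inconclusive means no clear call, values can overlap the other calls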
HIF-2a block – inhibitors of HIF-2a; 360,000 tested, 0.72% active; 786-0 RCC cells HIF-2a reporter, luciferase luminescence, overnight; inhibition, % at 18.8 µM; AID 624352;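 active means inhibition of the luminescence signal of 40% or more relative to plate controls, in a single-dose primary screen at 18.75 µM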
CaV13 FRET inh – Primary screen for inhibitors of IQ motif and Ca2+-dependent inactivation inhibitor domain binding in CACNA1D, Förster resonance energy transfer in living cells, …; inhibition, % at 12.3 µM; AID 743397; 340,000 tested, 0.098% active; HEK cells, CFP/YFP FRET ICDI-IQ, plate reader, 10 min; percent FRET-ratio fall versus neutral wells;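 active means mean replicate inhibition of at least 30% and at least 1% of replicates passing that level; inconclusive means only one of the two criteria is met; inactive means neither criterion is met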;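 further: 0% = median of the neutral control wells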
Peg3 prom inh – reduces Peg3 promoter-driven luciferase expression in HeLa. HeLa PEG-Prom luciferase reporter, luminescence, overnight. inhibition, % at 20 µM. 360,000 tested, 1.7% active;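 active means inhibition of at least 50% at 20 µM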
PDI inh – blocks human protein disulfide isomerase activity; P07237; PDI insulin aggregation turbidity, A650, 90 min; inhibition, % at 10 µM; 350,000 tested, 0.052% active;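 active means mean inhibition across replicates of 30% or more, whatever share of single replicates reach that level; inconclusive means mean inhibition below 30% while every single replicate reaches 30%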;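 further: absorbance from insulin aggregation driven by PDI reduction with DTT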
Target sequence (P07237 whole entry, looked up): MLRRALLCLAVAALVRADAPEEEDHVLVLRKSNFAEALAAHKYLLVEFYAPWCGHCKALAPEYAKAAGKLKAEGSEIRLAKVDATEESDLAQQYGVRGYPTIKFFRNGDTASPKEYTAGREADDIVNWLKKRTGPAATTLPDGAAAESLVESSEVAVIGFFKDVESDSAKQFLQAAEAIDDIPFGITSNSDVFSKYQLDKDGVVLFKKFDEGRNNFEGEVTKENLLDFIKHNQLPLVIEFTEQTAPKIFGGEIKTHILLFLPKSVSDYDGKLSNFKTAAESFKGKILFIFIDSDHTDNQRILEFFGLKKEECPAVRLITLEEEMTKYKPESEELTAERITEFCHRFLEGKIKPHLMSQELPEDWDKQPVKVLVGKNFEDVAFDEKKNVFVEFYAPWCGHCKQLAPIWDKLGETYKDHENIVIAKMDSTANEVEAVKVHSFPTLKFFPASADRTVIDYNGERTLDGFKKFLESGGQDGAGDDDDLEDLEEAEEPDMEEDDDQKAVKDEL
TRPM1 prom inh – inhibitors of MITF-driven TRPM1 promoter in melanoma cells. 330,000 tested, 0.83% active. inhibition, % at 12.5 µM. SK-MEL-5 TRPM1 promoter luciferase, 24 h. AID 488899;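 active means mean inhibition across replicates of 60% or more, whatever share of single replicates reaches that level; inconclusive means some that reach 60%, reason not given; inactive means mean inhibition across replicates below 60%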; further: values of inactives mirror those of a sister screen read the other way
Vif inh – inhibitors of HIV Vif; HEK293T cells, Vif self-association by quenched fluorescence, imaging, 24 h; inhibition, % at 7.49 µM; 340,000 tested, 0.35% active; AID 602346; in the data active means inhibition above about 50%, passing the limit was not always enough; inconclusive means no clear call, values can overlap the other calls; inactive means below about 31%; further: some results filed as inactive read as strong as hits
NR2E3 ag-1 – activates human NR2E3 receptor. Q9Y5X4. CHO-S Gal4-NCOR/VP16-NR2E3 two-hybrid, luciferase. inhibition of corepressor binding, % at 3.98 µM. 360,000 tested, 0.35% active. AID 602229;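 active means inhibition above the mean of all tested compounds plus 3 SD, cut at about 70% in these data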;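 further: 0% = DMSO with NR2E3 transfected cells and 100% = cells lacking NR2E3 construct; higher means lower luciferase signal from less NR2E3 corepressor binding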
Target sequence (Q9Y5X4 whole entry, looked up, the tested form may be a part): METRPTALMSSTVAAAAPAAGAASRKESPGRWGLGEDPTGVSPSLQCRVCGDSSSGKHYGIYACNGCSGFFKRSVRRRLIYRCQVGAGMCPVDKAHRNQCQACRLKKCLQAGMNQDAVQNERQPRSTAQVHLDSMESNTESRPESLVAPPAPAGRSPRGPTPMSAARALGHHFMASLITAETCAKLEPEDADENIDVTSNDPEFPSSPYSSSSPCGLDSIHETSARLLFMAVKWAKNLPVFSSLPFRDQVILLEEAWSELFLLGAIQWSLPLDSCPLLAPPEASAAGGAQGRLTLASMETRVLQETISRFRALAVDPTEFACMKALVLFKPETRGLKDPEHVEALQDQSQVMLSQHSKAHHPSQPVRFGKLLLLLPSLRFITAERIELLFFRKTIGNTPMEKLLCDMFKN
NR2E3 ag-2 – agonists of human nuclear receptor NR2E3 | 320,000 tested, 0.12% active | inhibition of corepressor binding, % at 4.78 µM | AID 2300 | GST-NR2E3/biotin-RetCOR TR-FRET, 1536-well;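 active means percent inhibition above the cutoff of mean plus 3 SD of all tested compounds, set per screening campaign, cut at about 20% in these data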;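 further: 0% = DMSO wells and 100% = biotin wells as full block of FRET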
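Format: 1536-well format; test system: GST-NR2E3 and biotin-RetCOR proteins; read-out basis: percent inhibition of TR-FRET ratio; timing: 5 h incubation at 4 °C; detection: time-resolved FRET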
hiPSC survival – hiPSC single-cell survival enhancement; 360,000 tested, 0.044% active; survival enhancement, % at 20 µM; ATPlite luminescence; 100% = ROCK inhibitor wells, 0% = DMSO; in the data active means survival enhancement above about 18%;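 further: cells exposed to compounds for 16 hours before the ATP read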
aDG glyco up – increases alpha dystroglycan glycosylation; Pro5-aDG cells, alpha-DG glycosylation AlphaScreen (IIH6); 0% Pro5, 100% B10-LARGE cell signal; activation, % at 10 µM; 360,000 tested, 0.22% active; AID 624168;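 active means activation of at least 8% versus controls, or a plate z-score of at least 8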;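 further: Pro5 are CHO cells carrying HIG-tagged alpha-DG that lacks glycosylation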
Active calls of the source: *; u = inconclusive; x = not tested or not shown.

Compound	Vif inh	Peg3 prom inh	NR2E3 ag-1	NR2E3 ag-2	Granule exo inh	aDG glyco up	HIF-2a block	CaV13 FRET inh	PDI inh	TRPM1 prom inh	hiPSC survival
CCCN1CCN(CCCNC(=O)CN2C(=O)C(CC)Oc3ccccc32)CC1 (configuration not stated)	-6	-3	5	-1	-12	-0.3	9	-7	9	-2	0.3
COc1ccc(OC)c(S(=O)(=O)NCCCN2CCCC2=O)c1	x	9	-49	1	0	0.0	13	-5	4	-8	0.4
Cc1ccc(-c2nc3c(Cl)cc(C(F)(F)F)cn3c2Cc2ccccc2C(F)(F)F)cc1	x	x	-10	x	-12	-0.2	5	-5	x	x	-0.5
CC(Cl)C(=O)NNC(=O)CNS(=O)(=O)c1ccccc1 (configuration not stated)	-19	-6	-7	-2	-2	0.2	8	-6	1	-1	-0.9
CCOC(=O)N1CCC(NS(=O)(=O)c2ccc(NC(C)=O)c(Cl)c2)CC1	-6	9	-20	2	-1	0.1	24	-5	14	x	-0.5
CN(C)C(=S)NC1(C)CCS(=O)(=O)C1 (configuration not stated)	4	5	-2	3	1	0.1	3	x	-14	3	-2.0
O=C(Nc1ccc(S(=O)(=O)Nc2ccccn2)cc1)c1cccc(Br)c1	-7	18	-6	3	-3	0.1	9	x	-12	2	1.7
Cc1cccc(NC(=O)COc2ccc(/C=C\c3[nH]c(=O)[nH]c(=O)c3[N+](=O)[O-])cc2)c1	-2	10	-16	3	0	-0.1	17	-15	2	5	-2.6
Cc1ccc2nc(C)cc(N3CCOCC3)c2c1	14	17	-7	3	-2	0.0	12	-5	-11	9	-1.3
COc1ccc(C(=O)Nc2ccc(NC(=O)c3ccco3)cc2)cc1	-3	-39	15	3	-9	0.1	-8	-3	-16	5	0.7
O=C(NCC1CCCO1)/C(=C/c1ccc(Cl)cc1)NC(=O)c1ccccc1 (configuration not stated)	-4	-24	-10	-2	0	-0.3	4	-3	11	0	-1.2
Cc1ccccc1N1CCN(C(=O)CCN2C(=O)c3ccccc3C2=O)CC1	9	-10	-44	1	9	0.1	-45	-5	3	-5	-3.2

Brought forward from above: 2 compounds, then new ones.
Compound	Vif inh	Peg3 prom inh	NR2E3 ag-1	NR2E3 ag-2	Granule exo inh	aDG glyco up	HIF-2a block	CaV13 FRET inh	PDI inh	TRPM1 prom inh	hiPSC survival
O=C(NCC1CCCO1)/C(=C/c1ccc(Cl)cc1)NC(=O)c1ccccc1 (configuration not stated)	-4	-24	-10	-2	0	-0.3	4	-3	11	0	-1.2
Cc1ccccc1N1CCN(C(=O)CCN2C(=O)c3ccccc3C2=O)CC1	9	-10	-44	1	9	0.1	-45	-5	3	-5	-3.2
O=C(Nc1cccc(S(=O)(=O)N2CCCCC2)c1)c1ccc2c(=O)n3c(nc2c1)CCCCC3	-37	90*	-3	2	1	1.7	-6	-5	2	52	2.7
COc1ccc(Cl)cc1S(=O)(=O)N1CCCC(C(=O)N2CCCC2)C1 (configuration not stated)	5	15	-11	0	37	-0.1	15	-6	2	5	-0.4
CCCCN(C(=O)Cc1ccc(S(=O)(=O)N2CCOCC2)s1)c1ccccc1	8	19	2	3	-4	-0.1	-14	-16	-6	1	-0.4
N#C/C(=C\c1ccncc1)c1nc2ccccc2o1	0	12	-7	3	-12	-0.1	2	-2	2	x	-0.4
CC(C)CCN1CCN(CCCn2cccn2)CC1CCO (configuration not stated)	4	2	1	-1	-5	0.3	16	-2	-2	-10	-0.5
O=S(=O)(NCC(c1ccco1)N1CCN(c2ccccc2F)CC1)c1ccccc1 (configuration not stated)	x	15	11	2	2	0.0	13	-4	0	1	-0.7
COc1ccccc1NC(=O)c1cc(S(=O)(=O)N2CCCCCC2)ccc1F	-7	-19	-25	-1	-2	0.2	-25	-3	1	-6	0.3
CCOC(=O)Cc1csc(SC(C)C(=O)Nc2ccc(NC(C)=O)cc2)n1 (configuration not stated)	4	3	0	-3	1	-0.2	17	-5	-3	1	-0.2
C/C(=N\NC(=S)Nc1c(C)cccc1C)c1ccc(OC(F)F)cc1	-1	5	26	3	-2	1.5	20	-3	-2	11	-2.0
O=C1OC(C(=O)O)Cc2ccccc21 (configuration not stated)	-2	-1	11	5	6	0.0	-12	-8	5	-4	0.9
S=C(NC1CC1)N1CCc2ccccc2C1	94*	3	-11	-3	1	0.0	10	-2	0	4	-0.3
Cc1ccc(/C=N/c2sc3c(c2C#N)CCC3)s1	53*	-335	0	2	-6	0.1	-298	-1	-4	-98	0.8
Nc1nonc1-c1noc(N2CCOCC2)n1	16	-26	-8	-3	0	0.1	-39	-3	13	-3	-2.2
NC(=O)NC(=O)C(c1ccccc1)N1CCN(S(=O)(=O)c2ccc(Br)s2)CC1 (configuration not stated)	-5	10	-24	2	-10	0.4	10	-4	0	2	1.2
Cc1ccc(S(=O)(=O)Nc2ccc3nc(N)sc3c2)cc1	-22	-9	25	-3	-2	2.3	-1	-4	-1	9	-0.2
Cc1cccn2c(/C=N/OCc3ccc(F)cc3)c(-c3ccc(Cl)cc3)nc12	-5	19	-3	5	4	-0.1	-1	-2	2	-3	2.2
CSC1=C(C#N)C2(CCCCC2)C(C(=O)Nc2ccccc2)=C(C)N1	-2	17	-25	x	-4	0.1	11	-3	-9	9	-0.5
COCC(=O)N[C@@H]1c2cc(OC)c(OC)cc2C[C@H]1OCc1ccccc1	14	4	-15	x	0	0.0	-3	-10	16	-8	0.6
Cc1ccc(CNC(=O)c2ccc(N3CCCC3=O)cc2)cc1	u	-38	-28	0	0	0.0	-29	-9	0	4	-0.2
CCCOc1ccc(C(=O)Nc2ccc(N3CCOCC3)cc2N2CCOCC2)cc1OCC	-8	28	-6	x	-6	-0.1	10	-6	-8	x	0.6
COc1cccc(-n2c(C)nn(C)c2=O)c1	-4	-7	-29	2	1	-0.1	7	x	-5	7	2.2
CCOC(=O)c1cc(-c2ccccc2)sc1NC(=O)CC(C)C	-7	6	-33	-4	2	0.4	18	-5	2	0	0.8
O=C1CC(c2ccccc2)CC(O)=C1C=Nc1ccccc1 (configuration not stated)	6	13	2	0	-1	0.5	-16	3	12	-14	0.3
CCOc1ccccc1CN1CCC(Oc2cccc(C(=O)NCCOC)c2)CC1	-2	11	-32	2	0	-0.1	12	-5	5	2	0.5
CCCCC(=O)N(C)c1c(CC)nc2c(OCC(=O)N3CCOCC3)cccn12	-5	-3	-9	x	-4	-0.4	2	-4	4	x	-0.2
Cc1cnc(C(=O)N2CCN(S(=O)(=O)c3ccc4ccccc4c3)CC2)cn1	-2	7	-1	-1	-1	0.3	7	-4	3	5	-1.0
Cc1ccc(C(=O)COC(=O)c2ccccc2N2C(=O)C3C4CCC(C4)C3C2=O)cc1C (configuration not stated)	13	-3	-19	-3	-6	0.2	-18	-4	1	11	0.1
O=C1CN(C(=O)COC(=O)COc2ccc3c(c2)CCC3)c2ccccc2N1	-7	-2	1	0	-2	0.3	-1	-4	-8	6	-1.7
COc1ccc(Br)c(C(=O)NC2CCCC2)c1	-1	13	6	0	-2	0.3	15	-5	0	0	0.3
COc1ccc(OC)c(-c2csc(NC(=O)CSCC(=O)Nc3cc(C)on3)n2)c1	0	-2	-6	3	5	0.7	2	-6	-2	x	0.1
O=C(CNC(=O)c1ccccc1F)OC(C(=O)Nc1cc(C(F)(F)F)ccc1Cl)c1ccccc1 (configuration not stated)	-2	4	-13	4	0	-0.1	2	-4	17	-14	-4.0
COc1ccccc1NC1=NCC(=O)N1Cc1ccccc1	-5	9	-4	7	-1	-0.1	4	-4	11	-2	3.3
Cc1cc(NC(=O)c2cc3ncc(Br)cn3n2)no1	1	-24	-24	0	-1	0.1	-128	x	3	8	4.5
CC(=O)Nc1ccc(NC(=O)/C=C/c2ccc3c(c2)OCO3)cc1	0	-88	-29	3	18	0.4	-107	-6	-4	-32	-1.1
O=C(NNc1cccc(Cl)n1)Nc1cccc(Cl)c1	4	3	-9	1	1	0.0	18	-4	8	3	-1.1
Cc1ccc(NC(=O)Nc2ccno2)cc1	1	-17	17	6	-2	-0.1	-55	-16	-6	x	-0.5
CC(=O)c1ccccc1C(=O)N1CCCC(N2CCN(Cc3ccc4c(c3)OCO4)CC2)C1 (configuration not stated)	x	14	-6	2	-6	-0.1	13	-8	18	19	-0.4
COc1ccc(-c2cc(C(F)(F)F)n3ncc(C(=O)NCC4CCCO4)c3n2)cc1 (configuration not stated)	13	24	4	x	-1	0.7	14	-3	20	-1	-0.2
Cc1cc(C(=O)N/N=C/c2ccc(-c3cccc(Br)c3)o2)n[nH]1	-1	-10	-16	4	29	-0.1	9	-6	4	x	-0.3
COCCNc1nc(-c2ccc(OC)cc2)c(-c2ccc(OC)cc2)s1	-3	10	-26	4	-2	-0.4	25	1	-2	-5	0.2
CCCC(c1nnnn1Cc1cccs1)N1CCN(c2ccc(OC)cc2)CC1 (configuration not stated)	-4	12	8	1	-5	-0.1	23	-4	7	11	-1.0
CCOC(=O)Cc1csc(NC(=O)Nc2ccc(Cl)cc2)n1	-5	-31	0	4	-2	0.6	11	-4	-3	-1	-0.4
Cc1ccc(-c2csc(C(C)(O)c3ccc(F)c(F)c3)n2)cc1C (configuration not stated)	-15	19	-8	x	25	0.2	-6	-5	0	x	-1.6
COc1cc2cc(CN(Cc3nnnn3Cc3ccccc3)CC3CCCO3)c(=O)[nH]c2cc1OC (configuration not stated)	-7	20	-20	x	0	0.0	10	x	-1	3	0.7
CC1CCCCC1NC(=O)C1CCCN(S(=O)(=O)c2ccc(-n3cnnn3)cc2)C1 (configuration not stated)	-10	11	-9	3	-13	0.0	4	-3	-14	-8	0.0
CCc1c(C)nc(N2CCN(c3ccccc3)CC2)[nH]c1=O	5	11	9	2	-5	0.1	-8	-3	-3	-1	0.7
Cc1ccc(C)c(OCCC(=O)N2CCN(S(=O)(=O)c3ccc([N+](=O)[O-])cc3)CC2)c1	11	13	2	-2	-7	0.1	-10	-2	1	30	0.4
Clc1ccc(OCc2nc(-c3ccc(Br)o3)no2)cc1	8	-104	-36	1	-2	-0.2	-171	-6	6	-11	0.0
CC1(C)CC(=O)C/C(=N/NC(=O)CCCOc2ccc(Cl)cc2Cl)C1	-5	8	-20	1	1	-0.2	-7	-4	5	9	-2.4
Cc1c(CC(=O)Nc2ccc(Cl)cc2)sc2ccc(Cl)cc12	-3	4	4	-1	0	0.0	12	-21	18	7	0.2
Cn1cc(C(=O)N/N=C/C(Br)=C\c2ccccc2)ccc1=O	x	-6	15	-2	10	-0.2	-24	x	-8	26	-3.6
CCc1cccc2c(C(=O)COC(=O)c3nccnc3N)c[nH]c12	-1	-177	-66	4	-3	-0.2	-21	-6	-4	-30	0.7
